RPL19A-GFP yeast – modulators of TOR pathway RPL19A-GFP in S. cerevisiae | S. cerevisiae RPL19A-GFP strain, flow cytometry, 3 h; stronger effect = lower value | percent response vs DMSO, % at 10 µM | 330,000 compounds, 0.3% hits | AID 2025;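 active = percent response vs DMSO below 50%; inconclusive = fewer than 70 events counted for the yeast strain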;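 note: median channel GFP fluorescence of the barcoded RPL19A-GFP strain; ratio of sample median GFP to plate DMSO average so 100% = DMSO; lower means less RPL19A-GFP as with rapamycin TOR inhibition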
JMJD2C inh – inhibitors of human GASC-1 (JMJD2C) demethylase; Q9H3R0; 330,000 compounds, 0.069% hits; inhibition, % at 2.35 µM; GST-JMJD2C(1-420) H3K9me3 demethylation, DELFIA europium; AID 2099;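 active = more than half of a compound's replicate wells show inhibition beyond 50%, single wells judged on their own value; inconclusive = some, but no more than half, of replicates pass 50% inhibition; inactive = no replicate passes 50% inhibition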;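 note: signal counts dimethyl H3K9 product captured on neutravidin plate; 0% = median of DMSO wells and 100% = 0.3 times that DMSO median; strong numbers were not always called active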
Target sequence (Q9H3R0 1-420 limits assumed): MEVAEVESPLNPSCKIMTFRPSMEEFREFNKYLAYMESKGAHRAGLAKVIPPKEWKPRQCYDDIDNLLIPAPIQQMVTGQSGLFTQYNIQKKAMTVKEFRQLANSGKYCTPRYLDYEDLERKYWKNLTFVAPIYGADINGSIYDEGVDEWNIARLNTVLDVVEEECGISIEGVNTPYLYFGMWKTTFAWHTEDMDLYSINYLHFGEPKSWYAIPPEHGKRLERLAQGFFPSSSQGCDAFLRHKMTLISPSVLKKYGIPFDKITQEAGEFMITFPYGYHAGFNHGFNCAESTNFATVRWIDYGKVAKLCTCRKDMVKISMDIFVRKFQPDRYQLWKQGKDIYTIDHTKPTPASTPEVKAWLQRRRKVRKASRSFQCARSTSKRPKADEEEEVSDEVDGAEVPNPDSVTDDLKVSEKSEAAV
AHR activator – human AHR activation. AID 2796. 320,000 compounds, 2.5% hits. activation, % at 5 µM. P35869. AHR-responsive luciferase reporter cells, luminescence; in the data active = activation above about 47%;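 note: 0% = vehicle wells and 100% = reference agonist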
MEP2-GFP yeast – alters MEP2-GFP fluorescence in TOR pathway yeast screen | S. cerevisiae MEP2-GFP strain, flow cytometry GFP, 3 h; 100% = DMSO control level | AID 2016 | 330,000 compounds, 0.51% hits | GFP response vs DMSO, % at 10 µM;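 active = GFP response versus DMSO above a set limit, roughly screen mean plus 3 SD, cut at about 180% in these data; inconclusive = fewer than 70 cells counted for a yeast strain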;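 note: median GFP fluorescence of the barcode-gated MEP2-GFP cells per well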
procasp7 counter – activates human procaspase-7, counter-screen for procaspase-3 activators | P55210 | activation, % at 8.5 µM | 330,000 compounds, 0.093% hits | recombinant procaspase-7, Ac-DEVD-pNA absorbance 405 nm; D23A/D198A/D206A triple mutant, cannot self-cleave; scale: DMSO 0, 5 µM enzyme 100;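 active = percent activation above the screen-wide mean plus 3 SD, cut at about 25% in these data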
Target sequence (P55210 whole entry D23A/D198A/D206A): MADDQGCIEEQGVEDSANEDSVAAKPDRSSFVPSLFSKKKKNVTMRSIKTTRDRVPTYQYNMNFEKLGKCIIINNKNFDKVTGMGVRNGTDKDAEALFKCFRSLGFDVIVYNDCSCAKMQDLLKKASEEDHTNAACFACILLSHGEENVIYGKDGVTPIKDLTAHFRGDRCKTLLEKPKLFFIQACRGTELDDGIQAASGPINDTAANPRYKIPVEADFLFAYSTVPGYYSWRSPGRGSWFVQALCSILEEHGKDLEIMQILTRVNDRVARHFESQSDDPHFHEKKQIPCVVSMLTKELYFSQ
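Assay system – Uncleavable procaspase-7 mutant enzyme · Quantity – 2 µM procaspase-7 mutant as dispensed · Times – 1 h preincubation, 2 h reaction · Dosing – single nominal 8.5 µM compound dose, 0.8% DMSO final · Buffer or medium – Zinc-free 50 mM HEPES buffer, pH 7.4, with NaCl and Triton X-100 · Detection – Epi-absorbance of released pNA at 405 nm, two timepoints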
CR mimetic SO – yeast age-related superoxide inhibition as caloric restriction mimetic; S. cerevisiae aged cells, superoxide DHE fluorescence; stronger effect = lower value; superoxide response (% of plate mean), % at 10 µM; 330,000 compounds, 0.18% hits; AID 2690;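 active = superoxide response under a set limit, about three screen SD below normal, cut at about 65% in these data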;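 note: yeast aged for seven days with compound at 30 °C before DHE staining; 100% = average MFI of all compound-treated wells on the plate with controls excluded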
LAP4 TOR yeast – modulators of TOR pathway LAP4-GFP in S. cerevisiae | S. cerevisiae LAP4-GFP multiplex, flow cytometry GFP, 3 h; median GFP as percent of DMSO wells | GFP response vs DMSO, % at 10 µM | 320,000 compounds, 0.34% hits;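 active = GFP response vs DMSO above a set limit, about the screen mean plus 3 SD, cut at about 150% in these data; inconclusive = under 70 cell events counted for the yeast strain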
procasp3 activ – procaspase-3 (human) activation | 330,000 compounds, 0.11% hits | activation, % at 8.5 µM | recombinant procaspase-3 D3A, Ac-DEVD-pNA absorbance 405 nm | P42574;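 active = activation above the mean of all tested compounds plus 3 SD, cut at about 21% in these data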;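 note: 0% = DMSO alone and 100% = DMSO wells spiked with extra 5 µM PC-3 D3A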
Target sequence (P42574 whole entry D9A/D28A/D175A): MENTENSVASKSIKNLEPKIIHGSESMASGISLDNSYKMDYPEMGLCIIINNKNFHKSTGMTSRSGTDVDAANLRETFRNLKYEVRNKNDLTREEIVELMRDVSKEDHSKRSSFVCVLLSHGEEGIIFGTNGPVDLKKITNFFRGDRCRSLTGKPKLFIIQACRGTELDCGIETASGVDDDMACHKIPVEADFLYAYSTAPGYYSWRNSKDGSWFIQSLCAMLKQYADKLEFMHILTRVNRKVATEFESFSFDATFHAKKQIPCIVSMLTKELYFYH
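Evaluation: percent activation relative to control range; Material: Procaspase-3 D3A mutant, all three cleavage aspartates alanine; Compound: single dose, 8.5 µM nominal compound, 0.8% DMSO; Replication: one well per compound; Signal: absorbance at 405 nm, 0 and 120 min; Schedule: 1 h preincubation plus 2 h reaction at 25 °C.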
An asterisk follows results filed as active; ? = inconclusive; nt = no result given; [ ] = remark or other dose.

1. Cc1nn(-c2ccccc2)c2sc(C(=O)N(CC(=O)NC(C)(C)C)Cc3ccco3)cc12
2. COc1cccc(-n2c(SCC(N)=O)nc3ccccc3c2=O)c1
3. COc1ccc2oc(=O)c(C(=O)N3CCN(c4ccccc4F)CC3)cc2c1
4. CCOC(=O)c1cc(OCC(=O)NC(C)C(C)C)cc(C(=O)OCC)c1 (stereo not drawn)
5. COc1cccc(NC(=O)C(Sc2nc3ccccc3c(=O)n2CC(C)C)c2ccccc2)c1 (stereo not drawn)
6. C/C(=N\N(Cc1ccccc1)c1ccccc1)c1ccncc1
7. CCCOC(=O)c1ccc(OC(=O)c2ccco2)cc1
8. CC[N+](CC)(CC)CCOc1ccc(/C=C/c2ccccc2)cc1
Compound	1	2	3	4	5	6	7	8
RPL19A-GFP yeast	101	92	101	93	106	92	96	89
JMJD2C inh	-2	9	3	-6	2	-7	-23	nt
AHR activator	-6	1	0	2	-1	5	3	-1
MEP2-GFP yeast	108	103	104	109	104	101	105	98
procasp7 counter	3	-7	-7	-4	3	-10	1	-1
CR mimetic SO	107	92	104	103	92	94	104	117
LAP4 TOR yeast	103	97	108	97	89	110	131	142
procasp3 activ	-4	9	-3	1	11	0	1	3

9. CCCc1nnc(NC(=O)CC(=O)OCC)s1
10. CCOC(=O)c1c(-c2ccc(F)cc2)csc1NC(=O)C1CCCO1 (stereo not drawn)
11. O=[N+]([O-])c1ccc(C(O)CNC(=S)Nc2ccccc2)cc1 (stereo not drawn)
12. O=c1[nH]c(CSc2nc(-c3ccccc3)cs2)nc2ccccc12
13. CCCOc1ccc(C(C)=O)cc1CSCCC#N
14. Cc1cscc1NC(=O)/C=C/C(=O)O
15. Cc1c(C)n(-c2ccc(Cl)cc2)c2ncnc(N)c12
16. Cn1nnc2c[n+](CC(=O)c3ccc(Cl)cc3)cc(Br)c21
Compound	9	10	11	12	13	14	15	16
RPL19A-GFP yeast	96	102	96	108	94	103	96	98
JMJD2C inh	-7	-8	-6	-11	-2	1	-22	1
AHR activator	3	7	2	39	37	10	5	10
MEP2-GFP yeast	103	99	105	106	104	100	106	97
procasp7 counter	3	-9	3	2	-1	7	2	2
CR mimetic SO	105	82	95	94	88	94	84	108
LAP4 TOR yeast	106	98	106	108	105	115	94	109
procasp3 activ	-4	2	5	5	2	1	-1	-5

17. CCOc1cc(NC(=O)c2ccco2)c(OCC)cc1NC(=O)COc1ccccc1
18. COc1nc(OC)nc(N2CCC(C(=O)NC3CC3)CC2)n1
19. COc1ccc2c(c1)C1NC(=S)NC(C)(O2)C1C(=O)Nc1ccc(C)cc1C (stereo not drawn)
20. CCCCn1ccnc1C(=O)c1ccc(S(=O)(=O)N(CCOC)CCOC)cc1
21. CCC(Oc1ccccc1)C(=O)Nc1nnc(C(F)(F)F)s1 (stereo not drawn)
22. Cn1c(SCC(=O)NC2CC2)nnc1-c1cccc(NC(=O)c2ccccc2F)c1
23. O=C(NCCC(=O)N1CCC2(CC1)NCCc1[nH]cnc12)c1cccc(Cl)c1
24. Cc1ccc2nc(-c3ccc(NC(=S)NCCC(C)C)cc3)sc2c1
Compound	17	18	19	20	21	22	23	24
RPL19A-GFP yeast	97	98	107	100	100	96	102	106
JMJD2C inh	0	0	14	11	7	-4	-19	6
AHR activator	9	0	3	16	2	0	-1	11
MEP2-GFP yeast	101	98	107	96	106	103	99	101
procasp7 counter	9	8	-8	6	-1	-3	5	-2
CR mimetic SO	108	105	106	95	96	99	107	114
LAP4 TOR yeast	100	97	95	97	103	88	100	95
procasp3 activ	7	2	-2	-6	3	-7	4	1

25. CCc1ncc(CN2CCCC(C(=O)Nc3cccc(-c4cccc(C)c4)c3)C2)cn1 (stereo not drawn)
26. O=C(Nc1cc2c(ccc3ccccc32)oc1=O)C1CCCCC1
27. NC(=O)Nc1ccc2c(c1)OCCO2
28. CCOC(=O)C1CCN(C(=O)c2ccccc2NC(=O)c2ccc(Br)cc2)CC1
29. Cc1[nH]c2ccccc2c1/C=C(\C#N)C(=O)NCc1ccccc1
30. Cc1onc(-c2ccccc2)c1-c1ccnn1S(=O)(=O)c1ccc(Cl)cc1
31. Cc1cc2c(cc1C)NC(c1nc3ccccc3[nH]1)C1=C(CC(C)(C)CC1=O)N2 (stereo not drawn)
32. Cc1ccc(S(=O)(=O)N2CCN(C(=O)CCn3nc(C)c(C)c3C)CC2)cc1C
Compound	25	26	27	28	29	30	31	32
RPL19A-GFP yeast	106	100	97	100	104	114	94	?
JMJD2C inh	0	11	-10	-6	-22	9	-7	5
AHR activator	23	15	9	-4	14	9	32	-1
MEP2-GFP yeast	107	104	89	100	105	107	90	?
procasp7 counter	-3	4	22	-4	-12	0	6	-8
CR mimetic SO	110	119	97	97	106	86	87	107
LAP4 TOR yeast	100	100	99	97	102	nt	87	83[may fluoresce red]
procasp3 activ	-2	10	5	-2	-5	6	-4	-1

33. CCCCN(C(=O)CSc1nncn1-c1ccccc1OC)c1c(N)n(Cc2ccccc2)c(=O)[nH]c1=O
34. O=C(Nc1ccccc1)N(C1=NCCC1)c1ccc(OC(F)F)cc1
35. CC(C)CN(C(=O)COC(=O)c1ccc2c(c1)NC(=O)CS2)C1CCS(=O)(=O)C1 (stereo not drawn)
36. COc1ccc(C(=O)n2nc(-c3ccc(C)cc3)nc2N)cc1OC
37. c1ccc(-c2nnc3n2NC(c2ccc4c(c2)OCO4)S3)cc1 (stereo not drawn)
38. Oc1ccc(Br)cc1/C=N/N1CCCCC1
39. CCN(CC)CCOC(=O)c1ccc(NC(=O)C2(c3ccccc3)CCCC2)cc1
40. C(=Nc1ccc(Nc2ccccc2)cc1)c1ccc2ccccc2c1
Compound	33	34	35	36	37	38	39	40
RPL19A-GFP yeast	85	88	99	101	100	102	100	100
JMJD2C inh	-9	20	7	-15	1	-1	20	5
AHR activator	-1	2	-1	6	18	7	6	1
MEP2-GFP yeast	86	94	98	103	100	99	95	102
procasp7 counter	5	10	-22	0	-25	-3	12	-8
CR mimetic SO	93	97	84	97	82	110	88	87
LAP4 TOR yeast	99	91	102	98	113	100	96	103
procasp3 activ	0	8	-17	1	-5	6	4	-4

Record cards, from the list above:
Profile of CCN(CC)CCOC(=O)c1ccc(NC(=O)C2(c3ccccc3)CCCC2)cc1 → RPL19A-GFP yeast = 100; JMJD2C inh = 20; AHR activator = 6; MEP2-GFP yeast = 95; procasp7 counter = 12; CR mimetic SO = 88; LAP4 TOR yeast = 96; procasp3 activ = 4
Profile of C(=Nc1ccc(Nc2ccccc2)cc1)c1ccc2ccccc2c1 → RPL19A-GFP yeast = 100; JMJD2C inh = 5; AHR activator = 1; MEP2-GFP yeast = 102; procasp7 counter = -8; CR mimetic SO = 87; LAP4 TOR yeast = 103; procasp3 activ = -4

A draw from above in order of heavy-atom count, smallest number first.
37. c1ccc(-c2nnc3n2NC(c2ccc4c(c2)OCO4)S3)cc1 (stereo not drawn)
34. O=C(Nc1ccccc1)N(C1=NCCC1)c1ccc(OC(F)F)cc1
39. CCN(CC)CCOC(=O)c1ccc(NC(=O)C2(c3ccccc3)CCCC2)cc1
Compound	37	34	39
RPL19A-GFP yeast	100	88	100
JMJD2C inh	1	20	20
AHR activator	18	2	6
MEP2-GFP yeast	100	94	95
procasp7 counter	-25	10	12
CR mimetic SO	82	97	88
LAP4 TOR yeast	113	91	96
procasp3 activ	-5	8	4

Next section.
41. COc1ccccc1C(=O)Nc1ccc(NC(=O)C2CCCCC2)nc1
42. Brc1ccccc1Cn1c(-c2cncs2)nc2ccccc21
43. CC(C)=C(NC(=O)c1ccccc1)C(=O)NC(Cc1ccccc1)C(=O)O (stereo not drawn)
44. C[C@@H](C(=O)Nc1ccccc1N1CCOCC1)N1C(=O)C2CC=CCC2C1=O (stereo partly drawn)
45. Cc1cc2c3c(c1C)C1(C(=O)N3C(C)(C)CC2C)C(C#N)=C(N)Oc2cc(O)ccc21 (stereo not drawn)
46. Cc1ccc(C)c(NC(=O)C(CC(=O)O)Cc2ccccc2)c1 (stereo not drawn)
47. CC(C)C(OC(=O)c1ccccc1)c1nccc2ccccc12 (stereo not drawn)
48. NCCCCCNC(=O)/C=N\O
Compound	41	42	43	44	45	46	47	48
RPL19A-GFP yeast	103	94	104	85	94	102	93	100
JMJD2C inh	18	3	-6	-13	-1	-13	4	-2
AHR activator	5	8	1	0	20	-2	1	2
MEP2-GFP yeast	103	91	102	90	98	109	86	103
procasp7 counter	0	-7	6	3	-1	-1	8	-12
CR mimetic SO	100	99	97	104	97	98	92	94
LAP4 TOR yeast	100	93	95	91	96	92	98	99
procasp3 activ	3	7	-1	-3	4	5	-5	-7

49. C[C@H](NC(=O)COc1ccc(Cl)cc1)C(=O)N1CCC2(CC1)NCCc1[nH]cnc12
50. CC(C)C(c1nnnn1Cc1ccccc1)N(Cc1ccco1)Cc1cccs1 (stereo not drawn)
51. Oc1ccc(Nc2nc3ccccc3nc2Nc2ccc(O)cc2)cc1
52. Cc1ccc(OCC(O)CNS(=O)(=O)c2ccccc2C(=O)O)cc1 (stereo not drawn)
53. COCCN1C(=O)C(=O)/C(=C(/O)c2cccc(OC)c2)C1c1ccncc1 (stereo not drawn)
54. CCn1cc(C(=O)OCc2ccccc2)c(=O)c2ccc(C)nc21
55. CC(C(=O)Nc1sc2c(c1C#N)CCCCC2)N1C(=O)c2ccccc2C1=O (stereo not drawn)
56. Cc1ccc(Nc2nnc(-c3ccccc3N)o2)cc1C
Compound	49	50	51	52	53	54	55	56
RPL19A-GFP yeast	89	94	96	101	97	96	102	93
JMJD2C inh	2	4	-2	1	0	2	15	5
AHR activator	-1	-1	-15	2	1	5	2	40
MEP2-GFP yeast	87	99	95	103	96	108	108	100
procasp7 counter	-4	-6	-32	-3	-13	-2	2	11
CR mimetic SO	123	105	104	95	103	128	113	96
LAP4 TOR yeast	88	118	93	97	104	97	97	101
procasp3 activ	8	0	-14	8	-5	5	3	-4

57. CC(C)c1c(O)nc(SCC(=O)N2CCOCC2)[nH]c1=O
58. Cc1ccc([N+](=O)[O-])cc1Nc1nc(N2CCOCC2)nc(N2CCOCC2)n1
59. COC(=O)CCC(=O)N1CCCC(C(=O)c2cc(F)ccc2F)C1 (stereo not drawn)
60. CCCCN(CCCC)CCCN1CC(=O)N2[C@@H](Cc3c([nH]c4ccccc34)C2(C)C)C1=O
61. CC(NCc1ccc(OCC(N)=O)cc1)C12CC3CC(CC(C3)C1)C2 (stereo not drawn)
62. COc1cccc(C2=NO[C@@H]3C(=O)N(Cc4ccccc4)C(=O)[C@H]23)c1OC
Compound	57	58	59	60	61	62
RPL19A-GFP yeast	106	98	106	108	107	99
JMJD2C inh	0	-10	21	-3	-2	8
AHR activator	1	5	-2	2	-2	0
MEP2-GFP yeast	102	98	105	110	114	89
procasp7 counter	1	-3	5	5	-5	-6
CR mimetic SO	96	89	95	99	111	138
LAP4 TOR yeast	104	101	89	95	94	97
procasp3 activ	2	1	1	16	-2	5

Source: PubChem BioAssay
